D1 antag: blocks dopamine activation of the human D1 receptor. AID 504652. HEK293 TREx D1 cells, calcium flux, dopamine EC80; hits give low values. 360,000 compounds, 3.2% hits. P21728. activity change, negative = inhibition, % at 10 µM; in the data active = activity change below about -30%; note: % is set by controls: 0 for no effect and ±100 for the full control effect
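Using tetracycline-induced force-coupled D1 Hek293 cells and a calcium dye, signals were followed for 180 s after compound, then for 180 s after EC80 dopamine, to detect inhibitors.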
D1 agonist: activates the human D1 dopamine receptor; P21728; HEK293 T-REx D1 cells, calcium flux, agonist mode; activation, % at 2 µM; 360,000 compounds, 1% hits; AID 504660; in the data active = activation above about 30%; note: 0% is about no effect
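Tetracycline-induced HEK293 TREx D1 cells, force-coupled to calcium signalling, were dye-loaded with a no-wash calcium kit. Compound was pin-added after a 10 s baseline. Fluorescence was read kinetically at 1 cycle/s for 180 s, with calcium rises flagged as agonism.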
D2 PAM: D2 dopamine receptor (human) potentiation; HEK293 T-REx D2, calcium flux, EC20 dopamine potentiation; potentiation, % at 10 µM; 340,000 compounds, 0.34% hits; AID 485347;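 active = potentiation over 3 SD above the plate norm, cut at about 30% in these data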; note: 0% is about no effect
Target sequence (P14416 whole entry, looked up): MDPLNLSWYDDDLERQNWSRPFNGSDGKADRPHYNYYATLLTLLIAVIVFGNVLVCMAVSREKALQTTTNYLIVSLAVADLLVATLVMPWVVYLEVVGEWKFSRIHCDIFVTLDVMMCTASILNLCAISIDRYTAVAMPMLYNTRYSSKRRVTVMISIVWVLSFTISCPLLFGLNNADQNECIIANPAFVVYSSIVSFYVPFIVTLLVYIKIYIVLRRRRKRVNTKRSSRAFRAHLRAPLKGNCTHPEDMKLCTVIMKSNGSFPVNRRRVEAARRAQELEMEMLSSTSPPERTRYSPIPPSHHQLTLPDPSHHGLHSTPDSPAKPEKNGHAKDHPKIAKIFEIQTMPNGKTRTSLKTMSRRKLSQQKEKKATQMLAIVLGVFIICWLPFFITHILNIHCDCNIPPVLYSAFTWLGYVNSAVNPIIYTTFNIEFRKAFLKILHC
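Using a no-wash calcium dye in inducible, force-coupled HEK293 Trex cells expressing D2, we tracked fluorescence each second for 180 s after compound, then for 180 s after EC20 dopamine to detect augmented signalling.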
RXFP1 ag: RXFP1 (human) receptor agonism | 370,000 compounds, 0.3% hits | HEK293T-RXFP1 cAMP TR-FRET, 30 min; response scale: percent of porcine relaxin response, buffer zero | Potency, µM (doses to about 57.5 µM), for the others: at the highest dose activation, hits mostly activators | Q9HBX9; note: potency is the fitted concentration of half-maximal effect; % is set by controls: 0 for no effect and ±100 for the full control effect; nearly all actives have a fitted effect of over 60% in size; many of its hits are not listed in these tables
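HEK293T cells stably expressing RXFP1 were pretreated with the PDE4 inhibitor Ro 20174, exposed to compounds for 30 min at 37C, lysed, and cAMP was read by TR-FRET. Data normalized to buffer (basal) and 29 nM porcine relaxin (100%).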
RXFP1 antagonist: blocks the human relaxin receptor RXFP1 | Q9HBX9 | HEK293-RXFP1, relaxin-stimulated cAMP HTRF, 30 min; hits give low values | activity change, negative = inhibition, % at 57.5 µM | 350,000 compounds, 0.59% hits;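 active = activity change of -60% or lower, but not beyond a set lower limit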; note: % is set by controls: 0 for no effect and ±100 for the full control effect
TRHR ag: activates the human TRH receptor; P34981; TRHR cells, calcium flux fluo-8, FDSS agonist mode; activation, % at 2 µM; 360,000 compounds, 0.18% hits; in the data active = activation above about 30%; note: 0% is about no effect
Target sequence (P34981 whole entry, looked up): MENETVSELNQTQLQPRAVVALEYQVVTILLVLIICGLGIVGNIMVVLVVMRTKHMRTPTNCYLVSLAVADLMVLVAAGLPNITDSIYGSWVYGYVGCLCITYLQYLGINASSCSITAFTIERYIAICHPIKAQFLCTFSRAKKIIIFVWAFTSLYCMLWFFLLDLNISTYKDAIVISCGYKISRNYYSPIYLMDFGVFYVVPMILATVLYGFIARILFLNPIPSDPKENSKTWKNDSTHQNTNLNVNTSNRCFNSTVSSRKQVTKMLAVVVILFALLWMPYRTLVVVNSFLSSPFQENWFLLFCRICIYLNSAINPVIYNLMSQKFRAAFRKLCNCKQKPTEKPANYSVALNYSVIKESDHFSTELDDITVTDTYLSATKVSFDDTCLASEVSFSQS
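Agonist-mode FDSS calcium read (Ex 480/Em 530, 1 s cycles) in 1536-well TRHR cells with fluo-8 dye, after 10-cycle baseline and 23 nL compound addition; TRH at EC20 (10 nM final) added afterwards for the enhancer phase.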
TRHR PAM: TRH receptor (human) allosteric enhancement; 360,000 compounds, 0.66% hits; TRHR cells, fluo-8 calcium fluorescence, EC20 TRH enhancement; AID 493056; enhancement, % at 2 µM; in the data active = enhancement above about 30%; note: 0% is about no effect
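TRHR-expressing cells loaded with fluo-8 calcium dye were read kinetically (ex 480/em 530) during compound addition, then stimulated with an EC20 of TRH (10 nM final). Enhancement of the Gq-mediated intracellular calcium response was scored.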
D1 PAM: enhances dopamine response at the human D1 receptor; P21728; HEK293 TREx D1 cells, calcium flux, dopamine EC20 potentiation; potentiation, % at 10 µM; 360,000 compounds, 0.036% hits; in the data active = potentiation above about 30%; note: 0% is about no effect
Anesthetic bind: candidate novel general anesthetic via apoferritin binding | Potency, µM (highest dose often 77.5 µM), for inactives: at the highest dose activity change, negative = displacement, usual class: inhibitors | apoferritin/1-aminoanthracene competitive binding, fluorescence | P02791 | 350,000 compounds, 0.074% hits | AID 485281; note: potency is the fitted concentration of half-maximal effect; % is set by controls: 0 for no effect and ±100 for the full control effect; nearly all actives have a fitted effect of over 20% in size
Target sequence (P02791 2-175 limits assumed): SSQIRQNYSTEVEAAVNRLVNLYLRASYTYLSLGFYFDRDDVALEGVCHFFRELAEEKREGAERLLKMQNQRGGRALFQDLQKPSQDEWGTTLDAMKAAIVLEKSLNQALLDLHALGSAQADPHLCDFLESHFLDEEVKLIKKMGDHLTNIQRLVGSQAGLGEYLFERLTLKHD
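Read-out: endpoint 1-AMA fluorescence, excitation 380 nm and emission 535 nm, after compounds sit 10 min at room temperature with 10 uM horse-spleen apoferritin in 50% saturated 1-AMA/PBS. Values come from four-parameter Hill fits.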
Starred values were filed as active, the others as inactive; . = no result given; & = joins results of further samples; [ ] = another dose, or the depositor's remark. Unless noted, calls come from the whole dose curve; as a rule, active = well fitted curve in the direction sought with a large enough effect; inconclusive = small, poorly fitted or top-dose-only effect, or another doubt; inactive = no such curve, though single readings can be large; an effect the other way counts as inactive or inconclusive. Not all compounds are listed (hit frequency here may not be typical).

SMILES	D1 antag	D1 agonist	D2 PAM	RXFP1 ag	RXFP1 antagonist	TRHR ag	TRHR PAM	D1 PAM	Anesthetic bind
CCOC(=O)c1c(/N=C/N(C)C)sc(/C=N/Nc2ccccc2)c1-c1ccccc1	10	3	-10	3.1%	-2	2.5	-2	-1	-14%
CCCN1C(=O)C2(c3ccccc31)c1c(oc3ccccc3c1=O)C(=O)N2CCCOC(C)C (stereo not drawn)	8	0	13	20%	.	-0.4	-9	3	-21%
Cc1ccc(S(=O)(=O)NC(C)C(c2cccs2)N2CCN(C)CC2)cc1 (stereo not drawn)	4	-2	-5	-2.3%	-15	-0.5	3	-6	2%
CCOC(=O)c1c(NC(=O)c2ccc(S(=O)(=O)N3CCOCC3)cc2)sc2c1CCN(C)C2	-4	-1	-12	1.1%	3	-0.1	4	-3	-5%
Cc1ccccc1NC(=O)Cc1nnc(SCC(=O)N2CCOCC2)n1C	8	5	3	-0.4%	-6	-0.2	-1	-5	-6%
COCCCNc1nc2c(c(=O)[nH]c(=O)n2C)n1CC(O)COc1cccc(C)c1 (stereo not drawn)	-2	0	-9	2.3%	-1	-2.1	-14	1	-1%
N#CC(c1ccccc1)N(CCCCl)C(=O)c1ccccc1 (stereo not drawn)	9	-1	9	-0.8%	0	-0.2	4	2	-10%
CC(Nc1ccc(-c2nc(-c3cccnc3)no2)cc1[N+](=O)[O-])c1ccccc1 (stereo not drawn)	-2	4	6	0.9%	.	2.0	4	-1	-4%
CCOC(=O)C(N)CSC1CC(=O)N(c2ccc(OC)cc2)C1=O (stereo not drawn)	29	7	11	0.6%	-3	0.0	0	-2	-6%
Cc1ccc(C(=O)N2CCCCC2)cc1NC(=O)c1nsc2ccccc12	-6	-1	-5	1.0%	-20	-0.4	-8	0	-18%
Cc1cc2c(s1)c1cnn(Cc3c(C)cc(F)cc3C)c(=O)c1n2C	1	1	.	.	.	1.0	4	2	.
Cc1nn(C)c(C)c1C1C(C#N)=C(N)OC2=C1C(=O)CC(C)(C)C2 (stereo not drawn)	3	6	11	0.2%	3	0.9	1	-1	21%
Cc1ccc(S(=O)(=O)NCCc2cn3nc(C)c(C)nc3n2)cc1C	-1	0	-2	8.6%	9	-0.4	-3	-3	492%[activator]
O=C(COC(=O)c1cccnc1)Nc1ccccc1	3	3	7	0.1%	-8	-0.2	-1	2	-5%
O=C1c2cc(F)ccc2-n2c1nc1ccccc1c2=O	-7	0	-2	0.1%	-7	-1.0	-4	-1	-2%
CCCOC(=O)c1cccc(NC(=O)c2c(-c3ccccc3Cl)noc2C)c1	-4	14	0	-0.1%	-38	0.2	-1	-2	1%
COC(=O)c1ccccc1S(=O)(=O)NC(=O)c1ccccc1	-8	-1	-14	-0.8%	-6	0.2	19	4	-1%
Cc1cc2[nH]c(=O)c(=O)[nH]c2cc1S(=O)(=O)N1CCC(C)CC1	-21	5	.	16%	.	0.2	2	4	-15%
Cn1nc(-c2ccc(OCC(=O)Nc3ccccc3)cc2)c2ccccc2c1=O	-2&1	7&2	1&-10	-2.4%&0.6%	-20&-7	-0.5&0.0	3&1	0&-3	-14%&1%
COCCN1CCN(C(=O)C2CCC(=O)N(Cc3cccc(C(F)(F)F)c3)C2)CC1 (stereo not drawn)	-29	3	-2	-0.1%	-3	0.3	4	0	-3%
CCCc1nc2c(C)cc(-c3nc4ccccc4n3C)cc2n1Cc1ccc(-c2ccccc2C(=O)O)cc1	1	3	-11	4.3%	-29	-0.6	-6	-3	-16%&2%
CC1CCCCC12NC(=O)N(CC(=O)Nc1ccccc1N1CCOCC1)C2=O (stereo not drawn)	8	4	-5	4.0%	-10	0.6	2	0	-5%
COc1ccc(CCN(C(=O)COc2ccccc2)c2nc(-c3ccccc3)cs2)cc1OC	3	7	3	-0.1%	-4	1.2	-14	-4	1%
CCOc1ccc(CCNC(=O)CCc2cn(Cc3ccccc3F)c3ccccc23)cc1OCC	-20	6	-3	2.4%	-9	1.3	0	-4	45%[activator]
C/C=C/c1ccc(OCCCCNCc2ccco2)c(OC)c1	3	17	-6	2.0%	-10	-0.5	69*	-3	-8%

Reprinted at random: 2 compounds from above
SMILES	D1 antag	D1 agonist	D2 PAM	RXFP1 ag	RXFP1 antagonist	TRHR ag	TRHR PAM	D1 PAM	Anesthetic bind
Cc1nn(C)c(C)c1C1C(C#N)=C(N)OC2=C1C(=O)CC(C)(C)C2 (stereo not drawn)	3	6	11	0.2%	3	0.9	1	-1	21%
N#CC(c1ccccc1)N(CCCCl)C(=O)c1ccccc1 (stereo not drawn)	9	-1	9	-0.8%	0	-0.2	4	2	-10%

Further records
SMILES	D1 antag	D1 agonist	D2 PAM	RXFP1 ag	RXFP1 antagonist	TRHR ag	TRHR PAM	D1 PAM	Anesthetic bind
CCC(C(=O)Nc1ccccc1C(=O)N1CCOCC1)N1C(=O)c2ccccc2C1=O (stereo not drawn)	-9	14	0	-0.7%	-22	-4.2	5	9	-14%
CCc1ccc(NC(=O)Cn2c(=O)n(Cc3ccco3)c(=O)c3cccnc32)cc1	0	9	-1	0.3%	.	-0.4	18	-4	57%[activator]
O=C(Nc1ccc(F)cc1)c1ccc2ncsc2c1	-1	1	-6	5.1%	8	1.1	-8	-7	-2%
COc1ccccc1Oc1nc2c(C)cccn2c(=O)c1/C=C(\C#N)c1nc2ccccc2[nH]1	-24	-1	9	4.9%	-6	0.2	-1	-2	-9%
O=C(C1CCC1)N1CCc2cc(S(=O)(=O)NCc3ccco3)ccc21	4	2	20	1.4%	-2	0.1	4	3	5%
COC(=O)c1cc(NC(=O)c2ccc3c(c2)NC(=O)c2ccccc2S3)cc(C(=O)OC)c1	6	2	-15	12%	7	0.2	-10	-1	5%
NC(=O)COC(=O)C12CC3CC(CC(O)(C3)C1)C2	9	1	2	1.5%	2	1.7	-2	-4	-11%
Cc1ccc2c(c1)/C(=C/c1ccccc1)C(=O)N2	-2	5	-2	0.2%	-11	-0.4	-5	2	-9%
O=C(COC(=O)/C=C/C(=O)N1CCN(c2ccccc2)CC1)NC(c1ccccc1)c1ccccc1	-8	7	-8	0.0%	-5	-6.3	-11	-2	-12%
COc1ccc(C2/C=C\CN(C(=O)CC(C)(C)C)CC(=O)N2Cc2ccc(F)cc2)cc1 (stereo not drawn)	-2	0	15	0.0%	.	0.5	3	-3	-18%&-9%
O=C(CN1CCN(S(=O)(=O)c2ccc(F)cc2)CC1)c1ccc(O)c(O)c1	-8	2	17	-0.7%	-2	0.0	7	-1	-5%
COc1ccccc1[N+](=O)[O-]	.	2	11	1.8%	.	0.2	-2	-2	.
COc1ccc(CNC(=O)c2cc3sccc3n2C)cc1	-52*	0	14	1.9%	-2	0.0	5	-1	-7%
CNc1nnc(CSc2nc3ccccc3s2)s1	7	3	-4	-0.3%	-2	-0.4	7	3	-1%
COc1cccc(CNC(=O)Cn2ccc3cc(S(=O)(=O)N4CCCCCC4)ccc32)c1	6	5	-8	3.2%	5	0.3	-4	-2	106%[activator]
CCOc1ccc(-n2c(SCc3ccc(C(=O)OC)o3)nc3c(c2=O)SCC3)cc1	-1	2	5	1.1%	4	0.2	-5	1	-5%
Cc1c(C(=O)NCC2CCCO2)oc2ccc(S(=O)(=O)N3CCCCC3)cc12 (stereo not drawn)	11	0	7	1.4%	.	0.6	1	-1	-1%
Oc1ccc(-c2nc3cnccn3c2Nc2ccc3c(c2)OCCO3)cc1	-2	3	12	0.7%	-7	-0.6	21	0	-20%
Cc1cc(=O)[nH]c(Nc2cccc(C(F)(F)F)c2)n1	-8	10	15	0.2%	-1	-2.2	2	-9	-17%
O=C(NCCc1nc2ccccc2n1Cc1ccccc1)c1ccco1	12	14	.	1.8%	-11	-1.2	2	-3	-9%
COc1ccc(Cc2noc(CN(C)Cc3cccc(-n4cccn4)c3)n2)cc1OC	18	9	2	-0.7%	-16	-0.1	3	-4	-12%
C[C@@H]1NS(=O)(=O)[C@H]2C[C@@H]3C=C[C@]2(O3)[C@H]1OC(=O)c1ccc(C(C)(C)C)cc1	-11	-1	5	-0.1%	.	0.4	7	0	.
COc1cccc(NC(=O)COC(=O)c2ccc(F)cc2F)c1	13	13	-6	-0.9%	8	0.0	-4	-4	-15%
Cc1sc2nc(C3CC3)nc(NCCNS(C)(=O)=O)c2c1C	3	0	9	0.9%	4	-1.0	-2	-1	-12%
COc1cc(C(=O)c2ccccc2)c([N+](=O)[O-])cc1OC	-16	1	0	6.2%	8	-0.8	-4	-5	1%
Going on with the list.
SMILES	D1 antag	D1 agonist	D2 PAM	RXFP1 ag	RXFP1 antagonist	TRHR ag	TRHR PAM	D1 PAM	Anesthetic bind
CCCc1cc(=O)n2[nH]c(-c3ccc(OC)cc3)nc2n1	1	1	-8	-0.9%	0	0.8	-2	3	-6%
Cc1cccc(C)c1Nc1c(-c2ccc(N3CCOCC3)cc2)nc2ncccn12	-23&3	13&30	-2	19%&-2.0%	-10	5.9&-0.5	19&-6	-3&0	-4%&0%
Cc1ccc(-c2noc(-c3nnn(CC(=O)Nc4ccc(C)cc4Cl)c3N)n2)cc1	4	-2	6	0.2%	2	0.4	3	-1	-6%
COC(=O)c1sccc1-n1cccc1C(=O)C(=O)N1CCCC1	-1	8	3	-5.9%	.	-0.6	3	-1	-10%
O=C(Nn1cnc2ccccc2c1=O)c1ccc(Br)cc1	0	1	-12	-2.2%	1	0.0	-2	-2	-3%
Cc1ccc(C(=O)Oc2ccc(N3C(=O)CCC3=O)c(C)c2)cc1	-2	1	-5	0.4%	-4	0.1	-2	-4	-12%
O=C(NCc1cccnc1)c1ccc(-c2ccccc2[N+](=O)[O-])o1	-20	0	-20	-1.1%	-21	0.0	-6	-10	-1%
COc1ccccc1N1C(=O)C2C(C(=O)c3ccccc3)=NN(c3ccccc3)C2C1=O (stereo not drawn)	-18	35*	0	0.0%	-12	18	3	0	210%[activator]
Cc1ccc(COc2ccc(C)nc2[N+](=O)[O-])cc1	-5	0	7	2.5%	9	-1.9	1	-3	-13%
CCOC(=O)Cn1nc(C)c2ccccc2c1=O	39	3	.	-0.5%	4	-0.3	1	-4	-11%
CC1CCC(NC(=O)CCS(=O)(=O)c2ccc3c(c2)NC(=O)CS3)CC1 (stereo not drawn)	23	2	-1	-0.3%	10	-0.2	2	-6	-11%
CCCCNC(=O)c1onc(CSc2cccc(C)c2)c1C(=O)O	7	1	5	-2.4%	.	0.1	8	-3	-13%

Compound activity deposited in PubChem BioAssay by National Center for Advancing Translational Sciences (NCATS).
